# aSyn rescue = qHTS of alpha-syn Inhibitors | Potency, µM (series often up to 46.1 µM), inactives show top-dose growth rescue (activation), usual class: activators | hit rate 0.14% among 370,000 | Yeast expressing alpha-synuclein, growth rescue, BacTiter-Glo, 24 h | AID 652106, 2013; further: potency means the concentration at half of the fitted maximal effect; % of control where 0% means no effect; nearly all actives have a fitted effect of over 65% in size
#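 Readout is rescue of growth in alpha-synuclein-expressing yeast, so inhibitors of toxicity appear as activators. Growth after 24 hr at 30 deg C in galactose medium is quantified by luminescence.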
# FUS suppressor = qHTS for Suppressors of FUS Proteinopathy: Primary screen using FUS-linked yeast assay. Potency, µM (titrated, usually from 76.6 µM), for inactives: at the top dose growth rescue (activation), hits mostly activators. hit rate 0.24% among 390,000. S. cerevisiae FUS-expressing, growth rescue, OD600, 24 h;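 further: potency means the concentration at half of the fitted maximal effect; plate controls were DMSO vehicle for no effect and reference control for full effect; nearly all actives have a fitted effect of over 55% in size; some results filed as inactive show a strong effect at the top dose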
#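 S. cerevisiae expressing FUS from galactose induction served as the toxicity model. Growth after 24hr at 30C, read as absorbance at 600 nm, indicates suppression of toxicity; compounds dosed at several concentrations.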
# Abeta rescue = qHTS for compounds that reverse cellular toxicity of Amyloid beta (A-beta) peptide in yeast: Primary Screen. yeast expressing A-beta42, growth rescue, OD600, 48 h; response scale: 0% DMSO, 100% iron-clioquinol control. Potency, µM (doses to about 46.1 µM), for inactives: top-dose growth rescue, most hits filed as activators. hit rate 0.063% among 410,000; further: potency means the concentration at half of the fitted maximal effect; nearly all actives have a fitted effect of over 55% in size
#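 Yeast A-beta toxicity model in growth medium with pinned compounds, 48 h at 30 C; growth read as absorbance at 600 nm. Normalized to FeCl3/clioquinol equimolar mix (positive) and DMSO (negative).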
# HEK293 tox = qHTS of GLP-1 Receptor Inverse Agonists: Cytotox Screen. HEK293 cAMP-luciferase reporter cells, luminescence, 24 h. Potency, µM (series often up to 38.3 µM), without a hit: at the top dose activity change, negative = inhibition, actives largely listed as inhibitors. hit rate 0.13% among 410,000;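 further: loss of luciferase light is scored as toxicity; potency means the concentration at half of the fitted maximal effect; on the % scale 0 is the no-effect control and ±100 the full control effect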
#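 1536-well qHTS counterscreen of the MLSMR; 200 cells/uL, 12 h pre-incubation, 23 nL cpd, 24 h at 37 deg C 5% CO2, luciferase detection reagent, 12 min RT, luminescence. Inhibition = undesired.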
# GLP1R inv ag = qHTS of GLP-1 Receptor Inverse Agonists (Inhibition Mode) | Glucagon-like peptide 1 receptor (Homo sapiens), P43220 | HEK293 GLP-1R CRE-luciferase, luminescence, 24 h; GLP-1R form is constitutively active | Potency, µM (highest dose often 38.3 µM), for inactives: at the top dose activity change, negative = inhibition, actives largely listed as inhibitors | hit rate 1.6% among 410,000; further: potency means the concentration at half of the fitted maximal effect; on the % scale 0 is the no-effect control and ±100 the full control effect; nearly all actives have a fitted effect of over 55% in size
# Target sequence (P43220 whole entry, looked up): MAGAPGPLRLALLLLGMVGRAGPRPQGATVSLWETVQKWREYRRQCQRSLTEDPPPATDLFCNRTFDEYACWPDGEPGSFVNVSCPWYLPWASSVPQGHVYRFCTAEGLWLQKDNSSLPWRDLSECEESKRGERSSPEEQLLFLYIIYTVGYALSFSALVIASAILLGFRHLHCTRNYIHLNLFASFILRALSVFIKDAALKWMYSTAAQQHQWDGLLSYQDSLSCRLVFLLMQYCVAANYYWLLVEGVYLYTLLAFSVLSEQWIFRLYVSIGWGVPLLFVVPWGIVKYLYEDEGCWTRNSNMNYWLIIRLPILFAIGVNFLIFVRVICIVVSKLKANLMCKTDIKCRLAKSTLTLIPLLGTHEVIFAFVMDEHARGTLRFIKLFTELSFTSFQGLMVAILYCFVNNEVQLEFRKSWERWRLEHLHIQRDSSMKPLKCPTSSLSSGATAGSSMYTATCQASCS
#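 Seeding at 200 cells/uL, 12 h culture, 24 hr compound treatment, then luciferase reagent and a luminescence read; cells are HEK293 stably expressing a constitutively active GLP-1R plus cAMP-responsive luciferase.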
# PTHR1 ag = qHTS for PTHR1 Agonists: Primary Screen. HEK293 GP2 PTHR1 cells, GloSensor cAMP luminescence, 1 h. Potency, µM (highest dose often 115 µM), for the others: top-dose activation, usual class: activators. hit rate 0.075% among 410,000. Parathyroid hormone/parathyroid hormone-related peptide receptor (Homo sapiens), Q03431; further: potency means the concentration at half of the fitted maximal effect; nearly all actives have a fitted effect of over 55% in size; some results filed as inactive show a strong effect at the top dose; inactives centre near -15; many of its hits are not listed in these tables
# Target sequence (Q03431 whole entry, looked up): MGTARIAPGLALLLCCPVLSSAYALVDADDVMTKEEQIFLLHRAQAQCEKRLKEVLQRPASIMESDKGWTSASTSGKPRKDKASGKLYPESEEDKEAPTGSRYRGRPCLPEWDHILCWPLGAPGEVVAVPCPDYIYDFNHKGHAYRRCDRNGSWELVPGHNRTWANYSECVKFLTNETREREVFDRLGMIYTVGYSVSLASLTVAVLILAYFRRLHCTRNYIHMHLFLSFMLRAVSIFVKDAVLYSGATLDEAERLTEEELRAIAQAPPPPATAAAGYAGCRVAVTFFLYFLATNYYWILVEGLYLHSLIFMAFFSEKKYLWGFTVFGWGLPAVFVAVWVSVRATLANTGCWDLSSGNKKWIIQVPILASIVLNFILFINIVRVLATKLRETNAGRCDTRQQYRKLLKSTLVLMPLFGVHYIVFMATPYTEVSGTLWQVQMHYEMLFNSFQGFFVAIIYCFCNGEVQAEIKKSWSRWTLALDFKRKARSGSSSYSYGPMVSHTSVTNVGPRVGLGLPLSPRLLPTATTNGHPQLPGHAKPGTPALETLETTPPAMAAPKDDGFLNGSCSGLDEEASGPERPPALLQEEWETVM
#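 HEK-293-derived GP2 cells expressing PTHR1 and a GloSensor cAMP reporter, 3,000/well, plated overnight, given luciferin plus IBMX (each 0.5 mM as added) for 1 h at 37 °C, then compound for 1 h at 37 °C. Luminescence was read after 15 min at room temperature.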
# Akt phos inh = HTS Assay for Inhibitors of Akt Phophorylation: Primary Screen; Neuro2A IGF-stimulated pAkt S473 HTRF, 20 min; hits give low values; activity change, % for hits at 50 µM; hit rate 0.32% among 360,000; in the data active means activity change below about -80%; inconclusive means mostly about -51% to -80%; further: on the % scale 0 is the no-effect control and ±100 the full control effect
#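 Neuro2A cells in DMEM with 0.5% FBS, overnight at 37 deg C, given compound at single 50 µM final, then IGF (6 nM final) for 20 min at 37 deg C. Lysed; phospho-Akt Ser473 by HTRF after 24 h, 665/615 ratio.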
# TDP-43 yeast inh = qHTS of TDP-43 Inhibitors; Potency, µM (top dose mostly 46.1 µM), without a hit: top-dose growth rescue (activation), most hits filed as activators; TDP-43 expressing yeast growth rescue, BacTiter-Glo, 24 h; hit rate 1.8% among 410,000; further: potency means the concentration at half of the fitted maximal effect; % of control where 0% means no effect; nearly all actives have a fitted effect of over 50% in size
#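 Luminescence from BacTiter-Glo reports growth of TDP-43-expressing yeast after 24 hr at 30 deg C with compound. Cells were raffinose-pregrown to mid-log, then seeded in galactose medium at OD600=0.02.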
# MmCpn inh = Inhibitors of TCP-1 ring complex (TRiC) of Methanococcus maripaludis (MmCpn): qHTS; purified Mm-Cpn ATPase, ADP Transcreener TR-FRET; hit rate 0.031% among 330,000; Chaperonin Mm-Cpn (Methanococcus maripaludis); Potency, µM (series often up to 76.9 µM), for inactives: at the top dose activity, negative = inhibition, usual class: inhibitors; AID 504842, 2011; further: potency means the concentration at half of the fitted maximal effect; on the % scale 0 is the no-effect control and ±100 the full control effect; nearly all actives have a fitted effect of over 80% in size
#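 ATPase turnover read by TR-FRET ADP competition (Eu cryptate antibody/ADP-d2, 665/590 nm): 10uM ATP final, 25nM Mm-CPN final, 30 min 37degC after 10-min compound preincubation, pH 7.4 Tris/KCl/MgCl2/DTT buffer.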
# Active calls of the source: *; i = inactive; ? = inconclusive; . = no result given; [ ] = another dose, or the depositor's remark. Unless noted, the call rests on the fitted dose curve; in most records, active means well fitted curve in the direction sought with a large enough effect; inconclusive means small, poorly fitted or top-dose-only effect, or another doubt; inactive means no such curve, though single readings can be large; an effect the other way counts as inactive or inconclusive. An excerpt; rates above refer to the full screens.
Structure,aSyn rescue,FUS suppressor,Abeta rescue,HEK293 tox,GLP1R inv ag,PTHR1 ag,Akt phos inh,TDP-43 yeast inh,MmCpn inh
CCc1ccc(NC(=O)C(=O)NCCN2CCN(S(C)(=O)=O)CC2)cc1,5%,-21%,-1%,-19%,1%,-2%,i,7%,?
O=C(NCC(c1ccc2c(c1)OCO2)N1CCN(c2ccccc2)CC1)C(=O)Nc1ccc(F)cc1 (stereo not given),.,1%,-17%,0%,3%,-4%,.,5%,.
Cc1ccc(/C=C/C(=O)OCC(=O)c2ccc3c(c2)NC(=O)CO3)o1,-1%,-2%,-5%,-10%,?,-24%,i,-17%,0%
COc1ccc(C)cc1N(CC(=O)O)S(=O)(=O)c1ccc(C)cc1,2%,-4%,16%,0%,30%[activator],i,i,8%,2%
O=[N+]([O-])c1cccc(N=NN(CCO)c2cccc([N+](=O)[O-])c2)c1,-7%,16%,30%,-15%,0%,7%[57.5 µM],.,-18%,3%
CCC(C)(C)NC(=O)CN(Cc1ccc(OC)cc1)C(=O)CCC(=O)Nc1nccs1,-1%,-14%,-12%,-4%,-3%,-7%,i,-13%,2%
COCCCN1C(=O)C(=O)/C(=C(/O)c2ccc(OC)cc2C)C1c1cccnc1 (stereo not given),3%,1%,5%,-4%,0%,-10%,i,-1%,1%
COCc1nnc(NS(=O)(=O)c2ccc(NC(C)=O)cc2)s1,6%,-7%,11%,-2%,1%,i,i,4%,0%
c1ccc(CCn2nnnc2C(c2cccnc2)N2CCOCC2)cc1 (stereo not given),-4%,9%,14%,8%[7.66 µM],-7%[7.66 µM],-28%,i,4%,-17%
CCOC(=O)c1cc(NC(=O)CN2CCCC2)cc(C(=O)OCC)c1,1%,19%,-4%,7%,?,i,i,-7%,3%
CC1(c2ccccc2Cl)NC(=O)N(CC(=O)NCc2ccco2)C1=O (stereo not given),8%,17%,-1%,-2%[7.66 µM],-14%[7.66 µM],-17%,i,11%[9.22 µM],0%
COc1ccc(-n2c3c(cc(-c4nc(-c5ccc(Cl)cc5)cs4)c2=O)C(=O)CC(C)(C)C3)cc1Cl,.,-20%,-3%,-3%,9%,-8%,.,?,.
COc1ccc(N2CCN(C(=O)CSc3nnc(-c4cccnc4)n3-c3ccc(F)cc3)CC2)cc1,1%,9%,8%,?,-15%,i,i,-15%,0%
Cc1cc2c(SCC(=O)NCC3CCCO3)ncnc2s1 (stereo not given),?,-2%,-14%,?,1%,i,i,-13%,1%
CCn1c(SCC(=O)N2CCCCC2)nc2c(c1=O)SC(C)C2 (stereo not given),-2%,-11%,3%,-12%,0%,i,i,0%,-1%
CCOC(=O)C1=C(C)NC(C)=C(C(=O)OCC)C1c1ccncc1,-2%,-18%,-10%,4%,5%,-21%,i,-13%,.
CCN(Cc1ccccc1)C(=O)c1cccc(S(=O)(=O)N2CCN(c3ccccc3)CC2)c1,8%,17%,17%,-11%,?,-25%,i,15%,-1%
Cc1ccc(CC(=O)N2CCN(c3ccccc3F)CC2)cc1,13%,?,-17%,-24%,1%,0%,i,?,-9%
CCOC(=O)N1CCN(C(=O)Cn2ccc3c(OC)cccc3c2=O)CC1,-1%,-16%,1%,3%,-27%,-5%,i,2%,-1%
Cc1cc(C)nc(/N=C2\NC(=O)CC(C(=O)O)N2c2ccc(Cl)cc2)n1 (stereo not given),3%,5%,4%,-9%,14%,3%,i,22%,2%
CCOc1ccc(NC(=O)CN(c2ccc(C)cc2)S(=O)(=O)c2cccs2)cc1,.,-26%,1%,0%,-17%,-23%,.,0%,.
CCOc1ccc2nc(COC(=O)c3ccco3)c(C(C)=O)[n+]([O-])c2c1,11%,12%,0%,16%,6%,-7%[57.5 µM],i,21%,2%
CCc1nc2c(OCc3ccc(F)cc3)cccn2c1N(C)C(=O)CC(C)C,-11%,-5%,-7%,-3%,-6%,-8%,i,12%,.
NS(=O)(=O)c1ccc(NC(=S)Nc2ccc(C(=O)N3CCCCC3)cc2)cc1,1%,15%,-12%,-5%,-15%,i,i,-2%,-1%
COc1cc(C#Cc2c(-c3cncn3C)n(C)c3ccc(Br)cc23)cc(OC)c1,-52%[inhibitor],?,-78%[inhibitor],?,?,-23%,i,-88%[inhibitor],-20%
COC(=O)N/N=C\c1c(C)[nH]n(-c2ccccc2)c1=O,-2%,27%,-4%,22%,5%,-20%,i,8%,0%
CCCNC(=O)c1cc(-c2ccc3c(c2)OCO3)on1,-7%,1%,-25%,0%,?,-11%,i,-11%,3%
COC(=O)c1ccc(COc2ccccc2/C=C(\C#N)C(=O)Nc2c(C)cccc2C)cc1,2%,15%,-4%,?,?,-19%,i,11%,-1%
Cc1cc(C)c(C#N)c(SCC(O)COc2ccc(Br)cc2)n1 (stereo not given),?,15%,12%,-4%,?,i,i,?,-3%
CCC1(c2ccc(Cl)cc2)NC(=O)N(Cc2ccc(C(=O)OC)cc2)C1=O (stereo not given),8%,6%,13%,-10%,?,i,i,11%,1%
CCOc1ccc(NC(=S)Nc2cc(-c3ccccc3)[nH]n2)cc1,-6%,.,1%,?,?,i,i,-12%,-5%
CC(C)Oc1cccc(C(=O)C2CCCN(C(=O)c3csnn3)C2)c1 (stereo not given),-6%,3%,-13%,-10%,6%,-15%,i,-16%[9.22 µM],-1%
CCn1c(=O)n(CC(=O)NCC2CCCO2)c(=O)c2c3c(sc21)CCCC3 (stereo not given),-3%,5%,-8%,-9%,-7%,-6%,i,-24%,-4%
COc1ccc(OC)c(NC(=O)CSc2nnc(N)s2)c1,0%,3%,12%,-12%,10%,i,i,9%,2%
CCCc1c(C)nn(C(=O)/C(C#N)=N/Nc2ccccc2[N+](=O)[O-])c1C,12%,15%,?,-30%,6%,-78%[inhibitor],i,-11%[0.397 µM],-2%
c1ccc(C2Nc3ccccc3-c3nc4ccccc4n32)nc1 (stereo not given),?,18%,-14%,-2%,-46%,-4%,i,?,-5%
COc1ccc(N2CCN(c3nc(-c4ccccc4F)nc4ccccc34)CC2)cc1,.,38%,6%,-1%,?,0%,.,15%,.
COc1ccc(Cl)cc1NC(=O)C1CCN(S(=O)(=O)c2ccc3c(c2)CCCN3C(=O)C2CCC2)CC1,.,18%,-3%,5%,2%,i,.,14%,.
O=C(COC(=O)C1CCN(c2ccc(C(F)(F)F)cn2)CC1)NC1CCCCC1,11%,20%,16%,-1%,23%,i,i,-3%,-4%
CC(C)(C)OC(=O)NNC(=O)c1ccc(Cl)cc1,5%,7%,19%,-2%,3%,i,i,8%,3%
O=C(c1cc2ccccc2c(=O)o1)N1CCCc2ccccc21,-1%,-18%,2%,2%,12%,i,i,-4%,0%
CCc1nc2ccc(C(=O)NCc3ccccc3C)cc2nc1CC,.,37%,-10%,-3%,2%,-33%[inhibitor],.,7%,.
CCOc1ccc2[nH]c(=O)c(CN(Cc3cccs3)Cc3nnnn3C(C)(C)C)cc2c1,2%,8%,-9%,?,7%,i,i,-18%,0%
COCc1cc(=O)n2[nH]cc(-c3ccccc3)c2n1,4%,4%,2%,6%,47%[activator],i,i,-14%,-4%
CCN(CC)C(=O)COc1coc(CN2CCN(Cc3ccccc3)CC2)cc1=O,-2%,-31%,1%,-11%,7%,-22%,i,10%,-1%
COC(=O)[C@@H](NC(=O)NC1CCCCC1C)C(C)C (stereo not given in full),1%,-6%,8%,-3%,-16%,i,i,-2%,-1%
COc1ccc(C(=O)NCCc2ccccn2)cc1S(=O)(=O)Nc1ccc(Br)cc1,-1%,.,-1%,6%,-26%,0%,i,10%,-3%
CCCc1cc(=O)oc2cc(OC(=O)CN3C(=O)NC4(CCCC4)C3=O)ccc12,5%,10%,12%,103%[activator],-23%,-10%,i,17%,-8%
COc1ccc(/C=C2\N=C(c3ccccc3)N(c3ccc(C(=O)O)cc3)C2=O)cc1OC,1%,20%,7%,5%,276%[activator],-24%,i,-8%,-4%
Cc1ccc(C)c(NC(=O)CN(C)C(=O)Cc2ccccc2)c1,1%,13%,-7%,6%,-10%,-20%,i,5%,1%
CCOC(=O)/C(C#N)=C/c1ccc(OCC(=O)Nc2ccc(C)c(C)c2)c(OC)c1,1%,.,0%,1%,17%,-45%,i,-13%,2%

# Sorted by the number under MmCpn inh (lowest first): 3 of the compounds above.
canonical_smiles | PTHR1 ag | Akt phos inh | MmCpn inh
Cc1ccc(/C=C/C(=O)OCC(=O)c2ccc3c(c2)NC(=O)CO3)o1 | -24% | i | 0%
Cc1cc2c(SCC(=O)NCC3CCCO3)ncnc2s1 (stereo not given) | i | i | 1%
CCCNC(=O)c1cc(-c2ccc3c(c2)OCO3)on1 | -11% | i | 3%
